Assay outcomes (PubChem BioAssay)
VHR inh abs – inhibitors of human VHR1 phosphatase (DUSP3); P51452; AID 1654; hit rate 0.52% among 290,000; inhibition, % at 13.3 µM; recombinant VHR phosphatase, pNPP absorbance; in the data active = inhibition above about 50%; note: some compounds called inactive have numbers as strong as hits
Target sequence (P51452 whole entry, looked up): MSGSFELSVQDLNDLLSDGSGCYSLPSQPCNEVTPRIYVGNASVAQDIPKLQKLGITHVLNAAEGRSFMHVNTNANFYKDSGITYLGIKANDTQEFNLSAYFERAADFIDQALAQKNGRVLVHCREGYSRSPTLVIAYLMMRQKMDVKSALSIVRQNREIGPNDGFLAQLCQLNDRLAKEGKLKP
SARS 3CLpro inh – SARS-CoV 3CLpro protease inhibition; recombinant SARS-CoV 3CLpro, quenched FRET peptide cleavage; P0C6X7; inhibition, % at 6 µM; hit rate 0.14% among 290,000; AID 1706; in the data active = inhibition above about 12%
PriA SSB inh – blocks PriA binding to SSB C-terminal tail | inhibition, % at 33 µM | AlphaScreen SSBct-PriA binding, biotinylated peptide | hit rate 0.6% among 430,000; in the data active = inhibition mostly above about 37%, no sharp cut-off; inactive = mostly below about 20%;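 note: plate controls were negative control peptide for no effect and reference peptide for full effect; strong numbers were not always called active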
PrPC surface inh – cell surface PrPC inhibition, primary TR-FRET screen | P04156 | TR-FRET read-out | inhibition, % at 13.8 µM | hit rate 0.43% among 370,000; in the data active = inhibition above about 24%; note: 0% = median of the test wells and 100% = reference compound wells
Anthrax LF inh2 – anthrax lethal factor protease inhibition; P15917; multiplex microsphere protease cleavage assay, LF; inhibition, % at 10 µM; hit rate 0.12% among 360,000; AID 588501; note: plate controls were buffer without enzyme for full effect and enzyme alone for no effect
Target sequence (P15917 whole entry, looked up): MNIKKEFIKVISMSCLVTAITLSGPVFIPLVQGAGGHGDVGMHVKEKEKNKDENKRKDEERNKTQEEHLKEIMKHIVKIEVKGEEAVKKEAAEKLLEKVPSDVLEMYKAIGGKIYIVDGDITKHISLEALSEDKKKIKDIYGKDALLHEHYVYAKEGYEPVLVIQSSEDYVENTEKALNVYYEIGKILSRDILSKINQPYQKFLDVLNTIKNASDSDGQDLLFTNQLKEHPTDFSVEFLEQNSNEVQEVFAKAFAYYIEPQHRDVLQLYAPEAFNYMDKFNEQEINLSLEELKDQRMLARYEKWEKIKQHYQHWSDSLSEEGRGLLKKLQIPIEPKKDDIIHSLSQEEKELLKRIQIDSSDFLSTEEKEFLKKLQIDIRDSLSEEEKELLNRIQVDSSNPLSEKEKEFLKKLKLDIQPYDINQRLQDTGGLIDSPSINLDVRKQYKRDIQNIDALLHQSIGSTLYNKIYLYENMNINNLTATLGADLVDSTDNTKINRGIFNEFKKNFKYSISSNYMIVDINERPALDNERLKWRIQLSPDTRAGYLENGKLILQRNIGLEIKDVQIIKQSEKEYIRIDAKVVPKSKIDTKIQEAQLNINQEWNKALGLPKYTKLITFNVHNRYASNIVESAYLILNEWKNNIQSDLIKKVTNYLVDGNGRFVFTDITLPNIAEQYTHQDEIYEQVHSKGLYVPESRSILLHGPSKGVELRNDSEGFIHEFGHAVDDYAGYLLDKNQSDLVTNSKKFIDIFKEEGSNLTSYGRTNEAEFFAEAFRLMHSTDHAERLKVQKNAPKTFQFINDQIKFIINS
MazEF act – increases E. coli MazEF RNase cleavage of RNA; FAM/BHQ RNA-DNA oligo cleavage fluorescence, 5 h; activation, % at 20 µM; hit rate 0.32% among 350,000; in the data active = activation above about 50%
Target sequence (P0AE70 whole entry, looked up): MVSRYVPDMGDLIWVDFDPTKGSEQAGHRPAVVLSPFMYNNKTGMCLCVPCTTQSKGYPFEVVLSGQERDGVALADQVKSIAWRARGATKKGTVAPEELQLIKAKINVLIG
BoNT-A LC inh2 – blocks Botulinum neurotoxin A light chain protease | multiplex microsphere protease substrate cleavage, flow cytometry | inhibition, % at 10 µM | hit rate 0.17% among 360,000 | AID 588499; note: plate controls were buffer without enzyme for full effect and enzyme alone for no effect
Rv3671c inh – inhibits the M. tuberculosis serine protease Rv3671c. P9WHR9. AID 2606. inhibition, % at 5.96 µM. hit rate 0.048% among 320,000; in the data active = inhibition above about 38%;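 note: extracellular domain of Rv3671c used as enzyme; 0% = enzyme with DMSO and 100% = no enzyme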
BoNT-F LC inh – inhibitors of Botulinum neurotoxin F light chain protease; AID 588497; inhibition, % at 10 µM; hit rate 0.22% among 360,000; Multiplex microsphere protease cleavage assay, flow cytometry; in the data active = inhibition above about 35%, passing the limit was not always enough; inconclusive = no clear call, values can overlap the other calls; note: plate controls were buffer without enzyme for full effect and enzyme alone for no effect
CCHFV vOTU inh – blocks the CCHF virus ovarian tumor domain protease; inhibition, % at 11.5 µM; hit rate 0.55% among 370,000; CCHFV vOTU protease, Pep-AMC fluorescence; in the data active = inhibition above about 30%; note: 0% = vehicle wells with enzyme and 100% = no enzyme wells
* marks the source's active call; other numbers are inactive results; ? = inconclusive; . = no result given; & = joins results of further samples. Cut-off read from the data, not from the text of the source, unless noted: active = inhibition above about 30%; inconclusive = no clear call, values can overlap the other calls; inactive = below that.

Sample of the layout (three entries):
Keys: A = VHR inh abs; B = SARS 3CLpro inh; C = PriA SSB inh; D = PrPC surface inh; E = Anthrax LF inh2; F = MazEF act; G = BoNT-A LC inh2; H = Rv3671c inh; I = BoNT-F LC inh; J = CCHFV vOTU inh
> COc1cc(NC(=O)C2CCN(S(=O)(=O)c3cccnc3)CC2)cc(OC)c1OC
  A: -7.0	B: -1.2	C: -5.9	D: -0.3	E: -2.9	F: 0.7	G: -0.5	H: 0.3	I: -2.5	J: 5.1
> CCc1nnc(NC(=O)c2cc(Cl)ccn2)s1
  A: -52.2	B: 7.1	C: 81.2*	D: 7.9	E: 3.9	F: 20.7	G: -3.0	H: 4.2	I: -8.6	J: 4.7
> CCc1ccc(NC(=O)C(=O)NCC2CCCN2S(=O)(=O)c2ccccc2)cc1 (centres undefined)
  A: .	B: .	C: -12.7	D: 5.2	E: -2.9	F: -12.0	G: -1.1	H: -4.8	I: 0.9	J: 1.7

The listing, previewed entries included:
Keys: A = VHR inh abs; B = SARS 3CLpro inh; C = PriA SSB inh; D = PrPC surface inh; E = Anthrax LF inh2; F = MazEF act; G = BoNT-A LC inh2; H = Rv3671c inh; I = BoNT-F LC inh; J = CCHFV vOTU inh
> COc1cc(NC(=O)C2CCN(S(=O)(=O)c3cccnc3)CC2)cc(OC)c1OC
  A: -7.0	B: -1.2	C: -5.9	D: -0.3	E: -2.9	F: 0.7	G: -0.5	H: 0.3	I: -2.5	J: 5.1
> CCc1nnc(NC(=O)c2cc(Cl)ccn2)s1
  A: -52.2	B: 7.1	C: 81.2*	D: 7.9	E: 3.9	F: 20.7	G: -3.0	H: 4.2	I: -8.6	J: 4.7
> CCc1ccc(NC(=O)C(=O)NCC2CCCN2S(=O)(=O)c2ccccc2)cc1 (centres undefined)
  A: .	B: .	C: -12.7	D: 5.2	E: -2.9	F: -12.0	G: -1.1	H: -4.8	I: 0.9	J: 1.7
> O=c1cc(-c2ccccc2)oc2cc(O)cc(O)c12
  A: .	B: .	C: -8.4	D: 5.6	E: -7.5	F: 8.6	G: -0.1	H: -42.5	I: -0.9	J: 17.1
> COc1cccc(CCNC(=O)c2ccc(OC)c(OC3CCN(C(C)C)CC3)c2)c1
  A: 27.6	B: -1.9	C: -4.3	D: -1.4	E: -2.8	F: 8.7	G: -0.5	H: 5.6	I: 0.0	J: -3.5
> O=C(COC(=O)c1cccc(F)c1)Nc1cccc(S(=O)(=O)N2CCCCC2)c1
  A: .	B: .	C: .	D: 2.2	E: -4.9	F: -1.7	G: 0.1	H: .	I: 4.4	J: 10.0
> CSCC(=O)NC1CCCc2c1cnn2-c1ccc(C)c(C)c1 (centres undefined)
  A: 37.9	B: 0.9	C: -8.8	D: -2.7	E: -11.0	F: -21.8	G: -0.1	H: 1.8	I: ?	J: -13.0
> CC(=O)Nc1cnc(NC(=O)c2cccc(F)c2)cc1C
  A: -9.6	B: -6.7	C: 0.2	D: 6.8	E: -2.0	F: 1.4	G: 0.1	H: 1.1	I: -7.0	J: 23.5
> O=C(O)Cn1nnc2ccccc21
  A: 1.4	B: 1.0	C: -12.0&6.0&-13.1	D: 2.3	E: 2.4	F: -0.9	G: -0.1	H: 1.5	I: 0.6	J: -4.5
> NC(c1csc(Nc2ccc(C(=O)c3ccccc3)cc2)n1)c1ccccc1Cl (centres undefined)
  A: .	B: .	C: .	D: 19.8	E: -15.6	F: .	G: -0.9	H: .	I: -26.1	J: -3.8
> Cc1ccc([C@H]2N[C@]3(CCCN(Cc4ccc(C(F)(F)F)cc4)C3=O)[C@H]3C(=O)N(Cc4ccccc4)C(=O)[C@@H]23)cc1
  A: .	B: .	C: .	D: 10.2	E: -2.9	F: -24.8	G: -0.3	H: .	I: -10.6	J: 12.6
> Cc1ccc(-c2ccc(=O)n(CCC(=O)NCc3ccccn3)n2)cc1
  A: 6.0	B: -2.1	C: -2.0	D: -9.7	E: -2.1	F: 2.3	G: 0.1	H: 2.5	I: -6.4	J: 16.4
> CC1OC(CCc2cccc(Cl)c2)Cc2[nH][nH]c(=O)c21 (centres undefined)
  A: .	B: .	C: .	D: 6.3	E: 6.7	F: .	G: 0.1	H: .	I: -9.1	J: 3.7
> CC(C)(C)CC(C)(C)NCC(=O)Nc1c2c(nc3ccccc13)CCC2
  A: 15.8	B: -5.0	C: -3.9	D: 0.5	E: -3.5	F: -24.0	G: 0.4	H: -1.0	I: -4.8	J: 8.5
> CCOC(=O)c1c(S(=O)(=O)NCCc2ccccc2)c(C)n(C)c1C
  A: 7.4	B: -1.7	C: -4.7	D: -5.2	E: -1.4	F: 9.7	G: -1.1	H: 3.7	I: -6.7	J: 16.1
> CN(c1ccccc1)S(=O)(=O)c1ccc(Cl)c(C(=O)OCC(N)=O)c1
  A: -8.9	B: -3.0	C: -11.9	D: -5.9	E: 0.2	F: -14.9	G: 0.3	H: 3.8	I: -0.3	J: 5.0
> COc1ccc(Cl)cc1NC(=O)c1cc(-c2cc(C)ccc2O)n[nH]1
  A: -8.5	B: 8.2	C: -8.7	D: -3.6	E: -2.8	F: 15.8	G: -0.2	H: -2.6	I: 1.6	J: 11.3
> COc1ccc(CNC(=O)C[C@H]2C[C@H](C(=O)N(C(C)C)C(C)C)[C@@]3(C)c4[nH]c5cc(CCC(=O)N(C)C)ccc5c4CCN3C2=O)cc1OC
  A: .	B: .	C: -24.4	D: 4.6	E: -9.3	F: 15.4	G: -0.2	H: .	I: 3.8	J: 18.8
> COc1ccc(NC(=O)CN(C)C(=O)C2CSC3(C)CCC(=O)N23)cc1 (centres undefined)
  A: .	B: .	C: 4.7	D: -0.3	E: .	F: 5.3	G: .	H: 1.0	I: .	J: -3.9
> C#CCNC(=O)C[C@@H]1C[C@@]2(C(=O)OC)CCCCC=C2N(CCC2=CCCCC2)C1=O
  A: .	B: .	C: .	D: -5.0	E: -6.1	F: .	G: -1.9	H: .	I: -8.6	J: 5.3
> CCOC(=O)C1(CCCc2ccccc2)CCN(C(=O)c2cncs2)CC1
  A: 22.0	B: 5.4	C: -26.7	D: 0.9	E: -1.5	F: -3.3	G: -0.6	H: -3.0	I: -7.0	J: -2.4
> COc1ccc(/C=N/N=C/c2c[nH]c(=O)c(C#N)c2Nc2ccccc2)cc1
  A: -8.5	B: 3.1	C: .	D: -0.4	E: -1.5	F: 10.3	G: 2.0	H: -1.7	I: 17.6	J: -11.2
> CC(C)CNC(=S)N1CCC(c2nc(-c3ccc(F)cc3)no2)CC1
  A: 10.6	B: 6.0	C: -9.9	D: 11.3	E: 7.3	F: 2.6	G: -0.9	H: 1.0	I: -2.3	J: 3.7
> O=S(=O)(c1ccc(Cl)cc1)N1CCC(n2cccc2)CC1
  A: -14.6	B: 1.9	C: 1.8	D: -4.1	E: -28.5	F: 6.4	G: ?	H: -6.8	I: ?	J: 0.3
> Cc1ccc(N(C(=O)c2snc(C(N)=O)c2N)C(C(=O)NCC2CCCO2)c2ccc3ncccc3c2)cc1 (centres undefined)
  A: 16.0	B: 2.1	C: 0.8	D: -16.6	E: -1.3	F: 4.4	G: -0.5	H: .	I: 0.0	J: -0.4
> Cc1ccc(N(CC(O)CN2CCOCC2)S(=O)(=O)c2ccc([N+](=O)[O-])cc2)cc1 (centres undefined)
  A: 16.0	B: 6.1	C: 8.7	D: -30.2	E: -0.1	F: -7.9	G: -1.4	H: -8.0	I: -9.1	J: -12.2
> O=C(NCc1ccc(F)cc1)c1c(O)c2cccc3c2n(c1=O)CCC3
  A: 3.1	B: 3.1	C: 0.6	D: -3.8	E: -2.7	F: 14.9	G: -0.2	H: 10.0	I: 0.0	J: 10.4
> CC1CCCCN1S(=O)(=O)c1cccc2cccnc12 (centres undefined)
  A: -7.8	B: -3.1	C: -1.1	D: 2.8	E: -2.2	F: 6.9	G: 0.2	H: -7.3	I: -4.0	J: 0.3
> COc1ccc2ccc(Oc3ncccn3)cc2c1
  A: 35.9	B: 0.5	C: 3.8	D: -0.3	E: 6.5	F: 0.7	G: 0.2	H: 1.8	I: -4.7	J: 7.4
> O=C(CSc1nc2cc(Cl)ccc2s1)c1ccco1
  A: 28.0	B: 3.6	C: -9.8	D: 1.4	E: 0.9	F: 2.2	G: -0.5	H: -7.9	I: -2.5	J: -12.1
> FC(F)(F)c1cccc(CNC2c3ccccc3-c3ccccc32)c1
  A: -16.2	B: 3.3	C: -22.5	D: -3.6	E: -0.8	F: -1.8	G: -3.3	H: -7.6	I: -16.7	J: 2.0
> CC(C)C[C@@H]1CN(CCCC[C@H]2CNC(=O)C(=O)N2CCC2CCCCC2)C(=O)C(=O)N1CCC1CCCCC1
  A: .	B: .	C: .	D: -2.3	E: 6.9	F: .	G: -0.2	H: .	I: -3.4	J: 16.2
> Cc1ccc2c(c1)cc(CN(Cc1cccnc1)C(=O)c1ccccc1)c1nnnn12
  A: 34.9	B: 3.7	C: -4.7	D: 6.1	E: -2.0	F: 1.2	G: 0.5	H: 0.3	I: -0.8	J: 6.4
> CCC(CC)C(=O)Nc1ccc(C(=O)Nc2cc(C)on2)cc1
  A: 24.9	B: 1.4	C: -14.2	D: 9.1	E: -4.2	F: 1.6	G: -0.4	H: 12.1	I: -3.3	J: 2.7
> O=C1C2CCN(CC2)C1Cc1ccccc1O (centres undefined)
  A: 32.6	B: -1.8	C: -13.4	D: -3.2	E: .	F: -4.5	G: .	H: 12.6	I: .	J: 1.7
> CS(=O)(=O)Nn1cnc2ccccc2c1=O
  A: 19.2	B: -1.6	C: -9.6	D: -4.2	E: 1.6	F: 6.1	G: -0.8	H: 3.5	I: -16.6	J: 2.4
> Fc1ccc(Oc2nnnn2-c2ccccc2)cc1
  A: 12.1	B: 3.9	C: -14.5	D: 5.7	E: 3.8	F: 0.1	G: 0.4	H: 0.7	I: 2.8	J: 0.7
> COc1ccc2nc(C)cc(N3CCOCC3)c2c1
  A: -17.1	B: 5.0	C: 1.8	D: -2.6	E: -5.6	F: 2.4	G: 2.1	H: 5.3	I: 4.6	J: -14.1
> CC1(CCc2ccccc2)NC(=O)N(CC(=O)Nc2ccc(S(N)(=O)=O)cc2)C1=O (centres undefined)
  A: -4.0	B: 0.7	C: 1.8	D: 8.2	E: -0.7	F: 3.0	G: -0.7	H: 2.1	I: -0.1	J: -11.3
> OC(CNCc1ccncc1)c1ccccc1 (centres undefined)
  A: -2.9	B: 4.3	C: -14.2	D: -0.5	E: 6.4	F: -33.5	G: -1.0	H: 1.6	I: -4.0	J: -9.4
> COc1ccccc1CNCC(=O)Nc1cc(S(=O)(=O)N2CCOCC2)ccc1Cl
  A: .	B: .	C: -7.6	D: 1.1	E: -0.7	F: 3.1	G: -2.0	H: -4.1	I: -16.4	J: -4.3
> O=C(/C=C/c1ccccc1)NC1CCSC1=O (centres undefined)
  A: -4.6	B: 3.2	C: -7.8	D: -2.5	E: -0.8	F: 10.8	G: -0.5	H: 4.0	I: -4.7	J: -3.7
> N#Cc1ccc(NC(=O)CSc2n[nH]c(=O)n2C2CC2)cc1
  A: .	B: .	C: -7.2	D: 1.6	E: 2.8	F: -1.2	G: -0.1	H: -12.3	I: 14.0	J: -6.6
> O=C(c1ccco1)N1CCN(C(=S)NCc2ccc(F)cc2)CC1
  A: 14.4	B: 0.6	C: 5.5	D: 2.7	E: -0.3	F: 3.9	G: -0.7	H: -1.9	I: -9.1	J: 0.0
> CCOC(=O)c1sc(NC(=O)CCN2CCOCC2)c(C(=O)OCC)c1C
  A: 21.7	B: -1.5	C: 1.1	D: 6.3	E: -7.5	F: -2.2	G: -0.8	H: 0.1	I: 0.4	J: -8.0
> Clc1ccc(COn2c(-c3ccc(Cl)cc3)nc3ccccc32)cc1
  A: 10.5	B: 1.9	C: -33.4	D: 9.3	E: 0.1	F: -16.1	G: ?	H: -18.4	I: -7.2	J: -1.6
> CC(=O)C1C(c2ccc(Br)cc2)c2c(noc2C)CC1(C)O (centres undefined)
  A: 9.5	B: -1.8	C: -13.3	D: 6.6	E: 2.0	F: 4.5	G: -2.8	H: 4.1	I: 8.6	J: 0.0
> CC(C)[C@H](NC(=O)c1ccccc1)C(=O)OCc1nc2scc(-c3ccccc3)c2c(=O)[nH]1
  A: 8.5	B: -2.3	C: -9.5	D: 3.9	E: -0.3	F: -4.8	G: 0.8	H: -15.4	I: 3.3	J: 12.7

An excerpt (hit frequency here may not be typical).
